Bioassay records (PubChem BioAssay)
TDP1 cell CPT = growth inhibition of DT40 Tdp1-/-;hTDP1 cells with camptothecin (screen for TDP1 inhibitors); hit rate 12% among 420,000; chicken DT40 Tdp1-/-;hTDP1 cells + 20 nM CPT, ATP luminescence, 48 h; Potency, µM (top dose mostly 46.2 µM), without a hit: at the top dose activity change, negative = growth inhibition, usual class: inhibitors; further: nearly all actives have a fitted effect of over 55% in size
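Cell growth measured by CellTiter-Glo luminescence after a minimum 48 h, 37 C compound exposure with 20 nM CPT in Tdp1-knockout DT40 cells stably expressing hTDP1, seeded 400/well; qHTS titration format.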
KAT2A inh = inhibitors of human GCN5L2 histone acetyltransferase; hit rate 0.21% among 390,000; GCN5L2 HAT assay, ThioGlo1 CoA-SH fluorescence; Potency, µM (highest dose often 58.9 µM), without a hit: at the top dose activity change, negative = inhibition, actives largely listed as inhibitors
Target sequence (Q92830 whole entry, looked up): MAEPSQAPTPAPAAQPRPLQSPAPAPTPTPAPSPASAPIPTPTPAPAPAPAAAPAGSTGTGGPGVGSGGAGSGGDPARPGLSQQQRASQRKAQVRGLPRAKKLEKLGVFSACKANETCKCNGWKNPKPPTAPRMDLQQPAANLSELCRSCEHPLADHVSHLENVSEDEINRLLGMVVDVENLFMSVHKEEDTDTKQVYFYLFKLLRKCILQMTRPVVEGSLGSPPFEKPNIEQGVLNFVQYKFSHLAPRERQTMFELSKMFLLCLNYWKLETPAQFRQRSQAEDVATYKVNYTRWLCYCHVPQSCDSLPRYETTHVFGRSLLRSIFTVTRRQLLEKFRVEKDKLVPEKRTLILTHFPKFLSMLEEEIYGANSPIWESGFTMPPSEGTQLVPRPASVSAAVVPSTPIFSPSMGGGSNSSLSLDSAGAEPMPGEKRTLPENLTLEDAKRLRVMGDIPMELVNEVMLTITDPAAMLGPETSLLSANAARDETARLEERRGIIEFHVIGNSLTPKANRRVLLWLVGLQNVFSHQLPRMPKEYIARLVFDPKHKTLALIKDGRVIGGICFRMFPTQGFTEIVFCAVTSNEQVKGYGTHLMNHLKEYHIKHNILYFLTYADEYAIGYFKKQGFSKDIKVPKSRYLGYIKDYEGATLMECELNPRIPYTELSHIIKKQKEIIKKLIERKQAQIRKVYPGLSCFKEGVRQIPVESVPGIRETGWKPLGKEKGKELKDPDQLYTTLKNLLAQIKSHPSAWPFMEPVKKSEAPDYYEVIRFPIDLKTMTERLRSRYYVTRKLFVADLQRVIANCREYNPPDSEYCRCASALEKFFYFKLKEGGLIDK
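Enzyme at 20nM final was mixed with library compounds for 15 min at room temperature. Peptide H3(1-25) at 75uM, acetyl-CoA at 70uM and ThioGlo1 at 50uM were then added. Plates were read immediately and after 20 min (Ex340nm/Em540nm).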
TDP1 cell noCPT = qHTS for Inhibitors of human tyrosyl-DNA phosphodiesterase 1 (TDP1): qHTS in cells in absence of CPT; DT40 Tdp1-/- hTDP1 cells, no CPT, ATP luminescence, 48 h; hit rate 15% among 420,000; Potency, µM (top dose mostly 46.2 µM), without a hit: at the highest dose activity change, negative = growth inhibition, actives largely listed as inhibitors; further: nearly all actives have a fitted effect of over 55% in size
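No-CPT arm: Tdp1-/-;hTDP1 DT40 cells (400/well) plus compounds, incubated ≥48 hr at 37 °C. Readout CellTiter-Glo luminescence.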
Active calls of the source: *; u = inconclusive; x = not tested or not shown; & = joins results of further samples; [ ] = another dose, or the depositor's remark. The call rests on the fitted dose curve; in most records, active means well fitted curve in the direction sought with a large enough effect; inconclusive means small, poorly fitted or top-dose-only effect, or another doubt; inactive means no such curve, though single readings can be large; an effect the other way counts as inactive or inconclusive. On the % scale 0 is the no-effect control and ±100 the full control effect; potency means the concentration at half of the fitted maximal effect.

SMILES	TDP1 cell CPT	KAT2A inh	TDP1 cell noCPT
CC1CC(C)CN(c2nc3c(c(=O)n(C)c(=O)n3C)n2CCSc2ncccn2)C1 (stereo not given)	u	-7%	u
O=C(Nc1nnc(SCC(=O)N2CCOCC2)s1)C1CC(=O)N(c2ccccc2)C1 (stereo not given)	-1%	-2%	13%
O=C(/C=C/Nc1ccccc1)c1ccccc1	-25%	-9%[0.501 µM]	-6%
COc1ccc(-c2nnn3c2nc(N2CCCC(C)C2)c2ccccc23)cc1 (stereo not given)	u	-8%	29µM*
O=C(NCc1ccccc1Cl)C1CCCO1 (stereo not given)	3%	-4%	8%
CCN(CC)C(=O)Cn1cnc2c1c(=O)n(C)c(=O)n2C	-3%	4%	7%
Cc1ccc(C)c(NC(=O)NNC(=O)CCc2ccccc2)c1	7%	u	9%
O=c1ccn(-c2cccc(C(F)(F)F)c2)nc1-c1ccn(-c2ccccc2F)n1	u	-6%	u
COc1ccc(C(=O)N/N=C/c2cc3ccccc3[nH]c2=S)cc1	1.5µM*	-15%[0.501 µM]	1.5µM*
Cc1ccc(OC(=O)c2snnc2C)cc1C	9%	-13%	-3%
Cc1ccc(S(=O)(=O)N2CCOCC2)cc1NC(=O)CNCc1cccnc1	-17%	-4%	-1%
C#Cc1cccc(C(=O)NCc2nc(-c3ccccc3NC(=O)C3CCCO3)oc2C)c1 (stereo not given)	3%[9.04 µM]	x	-8%
CCCOC(=O)c1c(NC(=O)c2cnn3c2NC(c2ccccc2)CC3C(F)(F)F)sc2c1CCCC2 (stereo not given)	u	-1%	u
CCOCCCNC(=O)Cn1nc(CC)n2c(cc3c(OC)cccc32)c1=O	-10%	-3%	-1%
CCc1ccc(OC2(C)CCN(CCOc3ccc(C)cc3)C2)cc1 (stereo not given)	u	x	-28%
O=C(c1ccccc1)c1ccc(OCC(O)CN2CCN(S(=O)(=O)N3CCCCC3)CC2)cc1 (stereo not given)	u	-5%	18µM*
CC(=O)NCCc1c(C)n(Cc2ccccc2)c2ccccc12	7%	-3%	-17%
COc1cc(/C=C2\SC(=S)N(NC(=O)c3ccccc3O)C2=O)ccc1O	u	-4%	26µM*
Cc1ccc(C)c(NC(=O)CN(C)C(=O)C2COc3ccccc3O2)c1 (stereo not given)	-16%	-6%	33%[activator]
CCCCCn1c(=O)[nH]c2cc(C(=O)NCCCN3CCCCC3C)ccc2c1=O (stereo not given)	0%	1%	-29%
CCCCNC(=O)Nc1ccc2c(c1)N(C)C(=O)c1ccccc1S2	u	-18%&-6%	16µM*
O=C(Cn1c(=O)oc2cc(S(=O)(=O)NCc3ccccc3)ccc21)N1CCCC1	-13%	-19%	-9%
CC1CCCCN1C(=O)CSc1nnc(CSc2ncccn2)n1C (stereo not given)	1%	-2%	-18%
O=C(NCCc1csc(-c2ccc(F)cc2)n1)C(=O)Nc1ccc(Cl)cc1	u	-9%	u
CCSc1nc2sc3c(c2c(=O)n1-c1ccccc1C)CCN(C)C3	u	0%	29µM*

Two records drawn at random from the list so far:
SMILES	TDP1 cell CPT	KAT2A inh	TDP1 cell noCPT
CC1CCCCN1C(=O)CSc1nnc(CSc2ncccn2)n1C (stereo not given)	1%	-2%	-18%
CC1CC(C)CN(c2nc3c(c(=O)n(C)c(=O)n3C)n2CCSc2ncccn2)C1 (stereo not given)	u	-7%	u

Single values from above:
Under TDP1 cell noCPT, COc1cc(/C=C2\SC(=S)N(NC(=O)c3ccccc3O)C2=O)ccc1O is listed with 26µM*
Under KAT2A inh, COc1ccc(C(=O)N/N=C/c2cc3ccccc3[nH]c2=S)cc1 is listed with -15%[0.501 µM]
Under KAT2A inh, O=c1ccn(-c2cccc(C(F)(F)F)c2)nc1-c1ccn(-c2ccccc2F)n1 is listed with -6%

New compounds follow:
SMILES	TDP1 cell CPT	KAT2A inh	TDP1 cell noCPT
CCN1C(=O)CC(C(=O)NC)SC1=Nc1cc(Cl)c(O)c(Cl)c1 (stereo not given)	-12%	-2%	-5%
CCOc1ccccc1NS(=O)(=O)N(C)C	-13%	-18%	-2%
Nc1ccc2nc(Cc3ccccc3)[nH]c2c1	-29%	u	-24%
NC(=O)COC(=O)c1oc2ccccc2c1CSc1ccc(Cl)cc1	-30%	-7%	u
CCCNC(=O)c1cc(C2CCCCN2C(=O)OC)on1 (stereo not given)	-14%	x	-4%
O=C(Nc1ccccc1OC(F)F)C1CCCN1C(=O)c1cccs1 (stereo not given)	-10%	0%	5%
O=C(CNC(=O)c1ccccc1)OC(C(=O)Nc1cc(C(F)(F)F)ccc1Cl)c1ccccc1 (stereo not given)	u	-1%	u
CCCOc1ccc(N2C(=O)C3ON(c4ccccc4)C(CCC)C3C2=O)cc1 (stereo not given)	-2%	-5%	u
N#Cc1ccccc1NC(=O)COc1ccccc1C(=O)Nc1ccccc1	16µM*	-10%	u
O=C(CCC(NC(=O)OCc1ccccc1)C(=O)OCc1ccccc1)NCC(=O)OCc1ccccc1 (stereo not given)	5%	-11%	-3%
Cc1ccc(Cn2c(-n3nc(C)cc3C)nc3c2c(=O)[nH]c(=O)n3C)cc1	u	12%	-23%
CCOC(=O)C1CCCN(S(=O)(=O)c2ccc3c(c2)C(C)(C)C(=O)N3C)C1 (stereo not given)	-2%	1%	-17%
CSCC[C@H](NC(=O)OC(C)(C)C)C(=O)N1CCC(C(=O)N[C@@H](C)C(=O)NCc2ccc(F)cc2)CC1	-26%	-14%	-12%
Cc1ccc(-c2nnc(Nc3ccc(Cl)c(Cl)c3)c3ccccc23)cc1S(=O)(=O)NCCO	18µM*	-23%	18µM*
Cc1cccc(N2CCc3c2nc2ccc(Br)cc2c3N)c1	u	-10%	u
O=C(CNC(=O)c1ccc(Br)o1)Nc1ncccc1O	-12%	-2%	-16%
Cc1cc(=O)[nH]c(N/N=C/c2cccs2)n1	-11%	-5%	-30%
O=C(NCCC(=O)N(CCc1ccccc1)Cc1ccccc1)c1ccc([N+](=O)[O-])cc1	u	-4%	23µM*
O=C(CC1C(=O)NCCN1C(=O)Nc1ccccc1)Nc1cc(Cl)ccc1Cl (stereo not given)	4%	-2%	-16%
Cc1cc(Nc2ccc3ccccc3c2)n2ncnc2n1	-28%	0%	u
C=CCn1c(SCC(=O)Nc2sccc2C#N)nc2sc(C)c(C)c2c1=O	-3%	x	-19%
CC1ON=C(c2ccc(F)cc2)NC1=O (stereo not given)	12%	x	18%
COc1ccc(-c2c(C#N)c(C)nc3c2C(=O)c2ccccc2-3)cc1	-17%	-6%	-17%
O=C(Nc1ccc2c(c1)OCO2)C1CCCN1C(=O)Nc1ccccc1 (stereo not given)	1%	-4%	-5%
Nc1ccc2c(c1)nnn2-c1ccccc1	-4%	-22%	-22%

2 of the compounds above, field by field.
Nc1ccc2nc(Cc3ccccc3)[nH]c2c1
- TDP1 cell CPT: -29%
- KAT2A inh: u
- TDP1 cell noCPT: -24%
O=C(Nc1ccccc1OC(F)F)C1CCCN1C(=O)c1cccs1 (stereo not given)
- TDP1 cell CPT: -10%
- KAT2A inh: 0%
- TDP1 cell noCPT: 5%

(more compounds)
SMILES	TDP1 cell CPT	KAT2A inh	TDP1 cell noCPT
CCCn1c(C)cc(=O)c2cc(NC(=O)c3ccccn3)ccc21	u	-4%	15µM*
COc1cc(OC)cc(-c2oc(=O)c3cc(OC)c(OC)cc3c2C#CCCCO)c1	u	u	u
Cc1ccn2c(NC3CCCCC3)c(C)nc2c1	u	2%	-14%
CCN(CC)c1nc(C#N)cc(-c2ccc(OC)cc2)n1	8.2µM*	-7%	10µM*
Cc1cc(NC(=O)CSc2nc(-c3ccccc3F)nc3c2c(=O)n(C)c(=O)n3C)no1	-22%	-8%	3%
CCn1c(=O)c(C(=O)NNS(=O)(=O)c2ccc(Cl)cc2)c(O)c2ccccc21	u	-3%	u
Cc1ccc(S(=O)(=O)N2CC3(O)CN(C(=O)OC(C)C)N(C(=O)OC(C)C)CC3(OC(=O)NCC3CCCCC3)C2)cc1 (stereo not given)	16µM*	x	u
O=C(COc1ccccc1C(=O)Nc1ccccc1)Nc1ccc2ccccc2c1	u	x	20µM*
CC(C)c1ccc(C2NC(=O)c3c(sc4c3CCN(C)C4)N2)cc1 (stereo not given)	u	0%	u
COc1cc(/C=N/Nc2nc3ccccc3[nH]c2=O)ccc1O	-7%	-17%	-7%
CC(=O)NC1C(=O)Nc2c1cccc2C(F)(F)F (stereo not given)	-29%	1%	-21%
O=C1CC2c3ccccc3C1C1C(=O)N(CCc3ccccc3)C(=O)C21 (stereo not given)	-8%	-1%	u
CC(=O)N(/N=C/c1ccc(C)cc1)c1nc(CCl)cs1	15µM*	-1%	u
CCCn1c(N)[n+](CC(=O)c2ccco2)c2ccccc21	-2%	44%[activator]	-13%
CCN1C(=O)[C@H]2[C@@H](c3ccc(-c4ccc(OC)cc4)cc3)N[C@@](CC(C)C)(C(=O)OC)[C@H]2C1=O	u	-17%	23µM*
COc1ccc(S(=O)(=O)N2CCN(C(=O)c3cc(C)oc3C)CC2)cc1	0%	0%	-7%
COc1cc2c(cc1OC)C(C)=NCC2	16µM*	u	-2%
CCN1CCN(c2ncnc3scc(-c4ccc(C)cc4)c23)CC1	u	1%	u
COc1ccc(CSc2ccc(-c3nc4ccccn4c3NCc3ccccc3)cc2OC)cc1	9.2µM*	-14%	8.2µM*
Cn1c(CNc2nc3ccccc3n2CCN2CCCCC2)nc2ccccc21	-24%	-2%	u
O=C(NCc1ccncc1)c1cnccn1	0%	0%	-7%
COc1cc(OC)c(C(=O)/C=C/c2ccc(OCc3ccccc3)c(OC)c2)c(OC)c1	23µM*	-14%	23µM*
COc1ccc(-c2c(C(=O)O)c(C(=O)O)c3n2CCC3)cc1	-14%	-7%	3%
Cc1ccc2c(COC(=O)CC3Sc4ccccc4NC3=O)cc(=O)oc2c1C (stereo not given)	-5%	3%	u
CCN1/C(=C/c2ccc3ccccc3[n+]2CCCS(=O)(=O)[O-])C=Cc2cc(C)ccc21	u	4%	u
COc1ccc(CCNC(=O)CCCn2nc(C)n3ccnc3c2=O)cc1OC	17%	-28%	6%

Two consecutive compounds out of the list so far, for reference:
SMILES	TDP1 cell CPT	KAT2A inh	TDP1 cell noCPT
O=C1CC2c3ccccc3C1C1C(=O)N(CCc3ccccc3)C(=O)C21 (stereo not given)	-8%	-1%	u
CC(=O)N(/N=C/c1ccc(C)cc1)c1nc(CCl)cs1	15µM*	-1%	u
